Cneo AK release – Cryptococcus neoformans cell lysis inducers, primary screen, AK release luminescence, single concentration. lysis activity, % at 15 µM. AID 651654, 2012. 360,000 compounds, 0.2% hits. C. neoformans lysis, adenylate kinase release luminescence, 4 h; normalised: neutral wells 0, clomiphene wells 100;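 active = mean lysis activity across replicates of at least 80%, whatever share of replicates individually reach that level; inactive = mean lysis activity below 80%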
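Test system: log-phase Cryptococcus neoformans yeast cells. Input: 5 × 10^6 yeast cells/mL. Medium: fresh YPD growth medium. Doses: single dose. Incubation: static 4 h at 37 °C with compound, 1 h detection. Measured by: luminescent adenylate kinase detection reagent. Read-out: signal increase indicating cell lysis. Benchmarks: Clomiphene.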
SIRT5 block – SIRT5 desuccinylase inhibitors, primary screen, biochemical, fluorescence imaging, single point, set 5. NAD-dependent protein deacylase sirtuin-5, mitochondrial (Homo sapiens), Q9NXA8. Purified SirT5, succinyl-peptide AMC, trypsin-coupled fluorescence. inhibition, % at 15 µM. 330,000 compounds, 1.1% hits. AID 652115, 2013; in the data active = inhibition above about 15%
Target sequence (Q9NXA8 whole entry, looked up): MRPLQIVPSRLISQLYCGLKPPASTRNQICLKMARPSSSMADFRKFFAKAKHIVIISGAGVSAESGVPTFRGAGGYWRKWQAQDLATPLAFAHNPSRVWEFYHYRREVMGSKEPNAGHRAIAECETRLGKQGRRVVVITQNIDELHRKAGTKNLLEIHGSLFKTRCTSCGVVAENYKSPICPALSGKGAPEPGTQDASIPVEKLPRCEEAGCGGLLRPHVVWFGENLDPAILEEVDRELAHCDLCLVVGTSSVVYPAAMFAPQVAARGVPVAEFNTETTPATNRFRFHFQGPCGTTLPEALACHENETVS
ERp5 block – inhibitors of ERp5-driven insulin aggregation, primary screen, biochemical, turbidity, absorbance 650 nm, single point; Protein disulfide-isomerase A6 (Homo sapiens), Q15084; 90 min; inhibition, % at 9.99 µM; 350,000 compounds, 0.05% hits; AID 651711, 2012;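 active = mean replicate inhibition above about 25%, with every replicate also reaching it, limit read from the data, passing the limit was not always enough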
Target sequence (Q15084 whole entry, looked up): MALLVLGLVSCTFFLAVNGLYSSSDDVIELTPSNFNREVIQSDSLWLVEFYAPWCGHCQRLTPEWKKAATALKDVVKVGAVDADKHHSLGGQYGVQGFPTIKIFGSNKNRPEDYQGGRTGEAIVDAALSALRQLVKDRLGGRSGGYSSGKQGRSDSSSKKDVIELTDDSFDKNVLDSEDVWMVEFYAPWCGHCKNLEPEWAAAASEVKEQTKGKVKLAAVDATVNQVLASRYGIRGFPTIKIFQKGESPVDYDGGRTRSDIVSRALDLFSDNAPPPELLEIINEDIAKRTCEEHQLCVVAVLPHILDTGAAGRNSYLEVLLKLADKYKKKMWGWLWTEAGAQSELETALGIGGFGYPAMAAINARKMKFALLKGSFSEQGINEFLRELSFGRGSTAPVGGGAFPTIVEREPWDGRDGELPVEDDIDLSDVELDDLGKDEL
miR122 inh – miR-122 Renilla sensor signal increase in Huh7, primary screen, miR-122 inhibitor project, cell-based, single point, plate reader; 340,000 compounds, 0.3% hits; Huh7 miR-122 Renilla luciferase sensor, 48 h; neutral wells = 0, positive control = 100; activation (reporter increase), % at 12.5 µM;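 active = mean replicate activation score at least 90 and every replicate individually at or above 90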;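 also: higher luciferase means less miR-122 activity so hits act as miR-122 inhibitors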
C2C12 statin – suppressors of statin myotoxicity in C2C12 myotubes, primary screen, cell-based, single point, plate reader. C2C12 myotubes + simvastatin, ATP luminescence, 48 h; scaled: DMSO 0, geranylgeraniol control 100. rescue of ATP level, % at 7.49 µM. 330,000 compounds, 0.78% hits. AID 602340, 2012;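 active = mean ATP rescue above about 67%, or every replicate alone reaching that limit, limit read from the data, passing the limit was not always enough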;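 also: myotubes were challenged with 10 µM simvastatin during compound exposure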
esBAF inh – Bmi1 luciferase reporter increase in mESCs, primary screen, esBAF inhibitor project, mouse ES cells, Bmi1 luciferase knock-in, single point. 24 h; 100% = twice the neutral-well signal. reporter increase, % at 12.5 µM. 350,000 compounds, 2% hits. AID 602393, 2012; in the data active = activation above about 40%;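 also: 0% = median of the plate's neutral control wells and 100% = double that signal; a rise in the Bmi1 reporter signal indicates esBAF inhibition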
ARNT-TACC3 inh – disruptors of ARNT/TACC3 protein interaction, primary screen, biochemical, AlphaScreen, single concentration | Transforming acidic coiled-coil-containing protein 3 (Homo sapiens), Q9Y6A5 | AlphaScreen His-ARNT PAS-B/GST-TACC3 binding, luminescence; TACC3 fragment carries E629A point mutation | inhibition, % at 9.99 µM | 390,000 compounds, 0.66% hits | AID 623870, 2012;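 active = mean inhibition of replicates at least 50% and at least half of replicates each reaching 50%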;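 also: 0% = complete ARNT plus TACC3 wells and 100% = ARNT alone without TACC3; many hits fall short of the cut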
An asterisk follows results filed as active; nt = no result given; [ ] = remark or other dose.

SMILES	Cneo AK release	SIRT5 block	ERp5 block	miR122 inh	C2C12 statin	esBAF inh	ARNT-TACC3 inh
CC(C)C(=O)Nc1ccc(C(=O)NNC(=O)NC2CCCCC2)cc1	2	-2	-2	-6	-1	0	2
CCc1cc2c(NCCN3CCCCC3)ncnc2s1	-20	nt	nt	-3	0	6	-2
O=S(=O)(NCc1ccco1)c1ccc(Cl)nc1	2	nt	nt	9	nt	nt	-5
C[C@H](CO)N1C[C@H](C)[C@H](CN(C)Cc2cccnc2)Oc2ncc(C#CC3(O)CCCC3)cc2C1=O	98*	1	2	5[16.7 µM]	3	-12	-9
C=CCN(C(=O)c1csnn1)C(C(=O)NCc1ccc(F)cc1)c1ccccc1F (stereo unspecified)	-1	nt	1	nt	4	-3	-2
CN1[C@@H]2CN(C(=O)C3CCOCC3)c3ccccc3[C@@H]2[C@@H]1CO	-1	-1	-1	-17[16.7 µM]	-35	-5	-9
COc1ccc(NC(=O)C2(c3cccs3)CCOCC2)cc1	0	-3	2	2	6	1	6
C[C@H](CO)N1C[C@H](C)[C@@H](CN(C)C(=O)CCN(C)C)OCc2ccccc2-c2c(n(C)c3ccccc23)C1=O	0	-1	3	nt	nt	-19	5
C[C@H](CO)N1C[C@H](C)[C@@H](CN(C)C(=O)Nc2ccc(C(F)(F)F)cc2)OCCCC[C@H](C)Oc2ccc(NS(=O)(=O)c3cn(C)cn3)cc2C1=O	-1	-1	0	-3[16.7 µM]	nt	8	-13
CC(NC(=O)c1ccccc1Cl)NC(=O)c1ccccc1Cl	3	-2	-1	-2	26	-6	-3
NC(=O)C(=O)N/N=C/c1c[nH]c2ccc(Br)cc12	nt	1	-5	nt	nt	nt	4
COc1ccc(CCNC(=O)C2CC(c3ccccc3[N+](=O)[O-])=NO2)cc1 (stereo unspecified)	-1	0	3	7	5	45*	-11
O=C(CSc1nc(-c2ccco2)cc(C(F)(F)F)n1)N1CCCc2ccccc21	0	nt	nt	nt	10	-8	-4
NC(=O)C1CC(=O)N(c2ccc(OCc3c(Cl)cccc3Cl)cc2)C1 (stereo unspecified)	0	0	-2	4	-10	-2	nt
C[C@H]1CCCCO[C@H](CN(C)S(=O)(=O)c2ccc(Cl)cc2)[C@@H](C)CN([C@@H](C)CO)C(=O)c2cc(NC(=O)Nc3ccc(C(F)(F)F)cc3)ccc2O1	0	nt	nt	-6[16.7 µM]	nt	-5	13
C[C@@H]1CN([C@H](C)CO)C(=O)Cc2cc(NC(=O)C3CCCCC3)ccc2O[C@@H]1CN(C)Cc1ccccc1	1	1	4	-4[16.7 µM]	0	-3	-5
O=C(CCc1nc2ccccc2c(=O)[nH]1)NNC(=O)c1ccccc1Cl	nt	-5	23	-4	nt	nt	-1
C[C@H](CO)N1C[C@H](C)[C@@H](CN(C)Cc2ccncc2)OCCCC[C@H](C)Oc2ccc(NC(=O)NC3CCCCC3)cc2C1=O	111*	1	0	-4[16.7 µM]	13	-8	-1
FC(F)Oc1ccccc1NC(=S)NCCc1ccccc1	1	1	2	20	1	-8	4
Cn1nnc2cc(C(=O)NC(C)(C)C)ccc21	2	nt	nt	-2	-5	2	-3
Cc1ccccc1C(=O)NNC(=O)C1CCN(c2ncccn2)CC1	-1	10	1	1	19	-1	-1
C[C@H](O)[C@@H]1C(=O)N2CCc3c([nH]c4ccccc34)[C@@H]2C[C@@H]1N(C)C(=O)Nc1ccccc1	nt	-5	-6	8	10	-3	nt
Cc1ccc(S(=O)(=O)Nc2ccc3c(c2)C(=O)N([C@@H](C)CO)C[C@@H](C)[C@@H](CN(C)C(=O)Nc2ccc(C(F)(F)F)cc2)OCCCC[C@H](C)O3)cc1	1	15	0	-5[16.7 µM]	nt	6	-11
Cn1cnc(S(=O)(=O)N[C@H]2CC[C@H](CC(=O)Nc3ccc(-c4ccccc4)cc3)O[C@H]2CO)c1	-6	3	1	nt	3	-3	0
O=C(Nc1ccc(S(=O)(=O)Nc2nccs2)cc1)c1ccc(N2C(=O)c3ccccc3C2=O)cc1	nt	-3	-1	nt	nt	nt	-3
COc1ccc(C(=O)Cn2c(=O)c(CCC(=O)O)nn3c4ccccc4nc23)cc1OC	1	nt	nt	0	-2	-2	-9
O=C(C[C@H]1C=C[C@@H](NC(=O)CN2CCOCC2)[C@@H](CO)O1)NCc1cccc(F)c1	-1	-1	1	17[16.7 µM]	0	-3	-14
O=C1Nc2ccccc2OC1CC(=O)N1CCOCC1 (stereo unspecified)	0	nt	-3	2	-8	5	-5
Cc1cccc(NC(NC(=O)c2ccccc2[N+](=O)[O-])C(Cl)(Cl)Cl)c1 (stereo unspecified)	1	nt	nt	-1	nt	nt	7
O=c1cc(-c2ccccc2)[nH]c2[nH]n(-c3ccccc3)c(=O)c12	-1	nt	nt	7	-4	-7	10
C[C@@H]1CCCCO[C@@H](CN(C)C(=O)C2CCCCC2)[C@H](C)CN([C@H](C)CO)C(=O)c2cc(NC(=O)Nc3ccc4c(c3)OCO4)ccc2O1	-2	9	12	-7[16.7 µM]	nt	19	4
COc1ccc(-c2nn(-c3ccccc3)cc2/C=C2/SC(=S)N(CCC(=O)O)C2=O)cc1	3	5	-1	-2	19	5	11
COc1cccc(NC(=O)CN2C(=O)NC(c3ccccc3)(c3ccccc3)C2=O)c1	-2	-3	2	-2	12	6	10
COc1ccc(S(=O)(=O)Nc2ccc3c(c2)CC(=O)N([C@@H](C)CO)C[C@@H](C)[C@H](CN(C)C(=O)Nc2c(C)noc2C)O3)cc1	2	0	-1	2[16.7 µM]	-14	2	-6
CC(C)NC(=O)C(C)N1CCN(S(=O)(=O)c2ccc3ccccc3c2)CC1 (stereo unspecified)	nt	-1	-2	-8	2	-1	-2
CC1=C(C#N)C(=O)NC(=O)/C1=C/c1ccc(-c2ccc(S(N)(=O)=O)cc2)o1	nt	-1	2	3	8	-4	7
CCCCNCC(O)(c1ccc(Cl)cc1)c1ccc(Cl)cc1	nt	nt	3	8	nt	nt	-2
Cc1noc(C)c1NC(=O)N(C)C[C@@H]1OCc2ccccc2-c2ccccc2C(=O)N([C@H](C)CO)C[C@H]1C	0	-9	9	nt	nt	-4	-13
COc1ccc(CN(C)C(=O)C2CCN(S(=O)(=O)c3cccs3)CC2)cc1F	-1	1	-11	-8	-1	-4	5
CC(C)CCN=CC1=C(O)CC(c2ccccc2)CC1=O (stereo unspecified)	nt	-2	2	nt	nt	nt	-10
CCc1ccc(NC(=O)c2ccc3nc(N)sc3c2)cc1	3	nt	nt	8	-53	50*	-2
COc1ccc(C)cc1NC(=O)N1CCC(CO)(CC2CCCCO2)CC1 (stereo unspecified)	nt	0	2	nt	nt	nt	-4
Cc1ccccc1C(=O)NCC(=O)OCCOc1ccc(C(C)C)c(C)c1	-5	-5	-3	-1	-8	-11	5
CCn1c(COc2cccc(C)c2)nnc1SCC(=O)Nc1cccc(C(=O)OC)c1	-7	nt	nt	nt	-1	-3	0
CO[C@H]1CC[C@@H]2CCOc3c(C#N)cccc3C(=O)N(C)C[C@@H](OC)[C@H](C)C(=O)N(C)C[C@@H]1O2	4	1	-6	nt	-7	0	-7
c1cc(Nc2ncnc3sc4c(c23)CCC4)ccn1	-2	-8	7	-10	-5	-16	-10
COc1ccccc1Cn1c(C)c(C(=O)NCc2ccc3c(c2)OCCO3)sc1=O	0	nt	-5	nt	18	4	nt
Cc1noc(C)c1S(=O)(=O)Nc1cccc2c1O[C@@H](CN(C)C(=O)NC1CCCCC1)[C@@H](C)CN([C@@H](C)CO)C2=O	-2	-5	9	2[16.7 µM]	-21	-1	-10
COc1ccc(S(=O)(=O)N2CCCCC2)cc1NC(=O)Cc1cccc(C(F)(F)F)c1	-2	-2	-3	9	-5	-3	-3
COc1ccc2sc(-c3ccc(N(C)C)cc3)c(-c3ccc4cc[nH]c4c3)c2c1	-1	-2	4	nt	2	19	1
O=C(C[C@@H]1CC[C@H]2[C@@H](COC[C@@H](O)CN2C(=O)Nc2ccccc2)O1)NCCCN1CCOCC1	0	-2	1	-1[16.7 µM]	5	11	1
CC1(C(=O)NS(=O)(=O)C2CC2)CCCN(C(=O)c2ccc3ccccc3c2)C1 (stereo unspecified)	2	-2	4	-6	7	6	nt
COC(=O)c1nc(N)sc1C(C)C	nt	-1	10	nt	nt	nt	-6
Cc1cccc(N(C(=O)CNC(=O)c2ccco2)C(C(=O)NC2CCCCC2)c2cccnc2)c1 (stereo unspecified)	-1	-9	-3	nt	-9	-1	2

From PubChem BioAssay
